Vif-APOBEC3F blk = qHTS for Inhibitors of Vif-A3F Interactions: qHTS. Potency, µM (highest dose often 46.1 µM), for inactives: at the top dose activity, negative = active. hit rate 0.2% among 390,000. HeLa A3F-eYFP + Vif (tagged APOBEC3F with the HIV-1 protein that degrades it), YFP fluorescence increase; further: potency means the concentration at half of the fitted maximal effect; % of control where 0% means no effect; nearly all actives have a fitted effect of over 65% in size
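HeLa cells stably expressing A3F-eYFP plus Vif, plated and incubated overnight at 37 deg C, then exposed to compounds overnight at 37 deg C. Blocked degradation read as raised yellow fluorescence (Ex 488/Em 500-530).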
D2 antagonist = HTS Assay for Allosteric Antagonists of the Human D2 Dopamine Receptor: Primary Screen for Antagonists. hit rate 2% among 340,000. AID 485344, 2010. D(2) dopamine receptor (Homo sapiens), P14416. inhibition, % at 10 µM. HEK293 TREx D2 cells, calcium flux, dopamine EC80; in the data active means inhibition above about 30%; further: 0% is about no effect
Target sequence (P14416 whole entry, looked up): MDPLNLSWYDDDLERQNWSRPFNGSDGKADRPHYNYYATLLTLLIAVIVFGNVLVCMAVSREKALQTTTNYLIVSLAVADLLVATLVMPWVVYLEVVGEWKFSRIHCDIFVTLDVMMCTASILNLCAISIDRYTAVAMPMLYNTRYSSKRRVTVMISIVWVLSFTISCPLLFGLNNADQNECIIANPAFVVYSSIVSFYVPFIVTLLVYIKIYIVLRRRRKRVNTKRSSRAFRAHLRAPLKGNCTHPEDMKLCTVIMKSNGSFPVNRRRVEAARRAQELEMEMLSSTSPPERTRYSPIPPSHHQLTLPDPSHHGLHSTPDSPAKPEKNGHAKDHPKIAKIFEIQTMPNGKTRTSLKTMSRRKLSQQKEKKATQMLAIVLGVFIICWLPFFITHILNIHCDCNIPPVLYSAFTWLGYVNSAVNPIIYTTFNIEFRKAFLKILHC
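Tetracycline-induced HEK293 T-REx cells expressing D2 force-coupled to calcium signalling were dye-loaded, exposed to compound for 180 s, then challenged with an EC80 of dopamine; calcium flux was followed kinetically for a further 180 s.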
Vif-APOBEC3G blk = qHTS for Inhibitors of Vif-A3G Interactions: qHTS. HeLa A3G-eYFP + Vif (tagged APOBEC3G with the HIV-1 protein that degrades it), YFP fluorescence, overnight. Potency, µM (highest dose often 46.1 µM), inactives show top-dose activity, negative = active, usual class: inhibitors. hit rate 0.076% among 410,000;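 further: potency means the concentration at half of the fitted maximal effect; on the % scale 0 is the no-effect control and ±100 the full control effect; nearly all actives have a fitted effect of over 60% in size; hits raise eYFP signal because A3G escapes Vif-driven loss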
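HeLa cells stably expressing Vif and C-terminally eYFP-tagged A3G, seeded overnight at 37 deg C, then exposed to compound by pintool overnight at 37 deg C. Rise in yellow fluorescence (Ex 488/Em 500-530, Acumen) marks blocked Vif-driven A3G degradation.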
ERG-DNA inh = qHTS for Small Molecule Inhibitors of the ERG Ets/DNA interaction; Potency, µM (series often up to 76.9 µM), for inactives: at the top dose FP activity, negative = inhibition, most hits filed as inhibitors; fluorescence polarization, His-ERG Ets domain / labelled DNA; hit rate 0.028% among 370,000; Transcriptional regulator ERG (Homo sapiens), P11308; active means well fitted inhibition curve with a large enough effect in the polarisation, with a control signal flat; inconclusive means small, poorly fitted or top-dose-only effect, or effect the other way, or a change in a side signal; inactive means no such curve, though single readings can be large or run the other way; the % refers to the polarisation;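 further: polarization taken with two DNA probes labelled with fluorescein and Texas red; potency means the concentration at half of the fitted maximal effect; % of control where 0% means no effect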
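His-tagged ERG Ets domain (1 uM in the protein solution; 300mM KCl, 50mM Tris-HCl, 1mM EDTA, 1mM DTT, pH 7.5) received compound, then a probe mix of 5 nM fluorescein-DNA and 100nM Texas-615-DNA. Fluorescence polarization was read for both dyes.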
GRP78 ERSR act = qHTS for Inducers of the Endoplasmic Reticulum Stress Response (ERSR) in Human Glioma: qHTS; U87-MG GRP78 promoter luciferase reporter, 16 h; Potency, µM, inactives show at the highest dose activation, hits mostly activators; hit rate 0.02% among 420,000; AID 602332, 2012; further: potency means the concentration at half of the fitted maximal effect; series mostly up to about 76 µM; % of control where 0% means no effect; nearly all actives have a fitted effect of over 35% in size
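Stably transfected U87-MG glioma cells carrying a GRP78-based luciferase sensor; 16 h compound incubation. Luminescence end-point read 10 min after Bright-Glo addition at room temperature.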
D2 ag = HTS Assay for Allosteric Agonists of the Human D2 Dopamine Receptor: Primary Screen for Agonists | D(2) dopamine receptor (Homo sapiens), P14416 | HEK293 T-REx D2 cells, calcium flux agonist mode | activation, % at 2 µM | hit rate 0.53% among 340,000 | AID 485358, 2010;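 active means activation over 3 SD above normal in the single-dose calcium agonist read, cut at about 30% in these data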; further: 0% is about no effect
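Tetracycline-induced HEK293 T-REx cells with force-coupled D2 receptor, plated overnight at 30 C, loaded with no-wash calcium dye. After a 10 s baseline, compound was pin-added and calcium flux read kinetically for 180 s; calcium rises flagged agonists.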
LDHA inh = qHTS assay for inhibitors of human lactate dehydrogenase; purified LDHA, NADH/diaphorase-resazurin fluorescence; hits give low values; activity change, % (values are at about 110 or 230 µM); hit rate 0.15% among 480,000; in the data active means activity change below about -30%; inconclusive means mostly about -25% to -30%;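 further: plate controls were DMSO wells for no effect and wells without enzyme for full effect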
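Human LDH5 at 2 nM final in Tris HCl pH 7.4 with 0.06 mM NADH and 0.2 mM pyruvate, reacted 5 minutes at room temperature. Remaining NADH coupled via diaphorase/resazurin; resorufin fluorescence read at 0 and 20 minutes, normalized to enzyme-free and DMSO wells.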
RGS4 inh = Inhibitors of Regulator of G Protein Signaling (RGS) 4: qHTS. Transcreener GDP fluorescence polarization, RGS4-accelerated GTP hydrolysis. hit rate 0.039% among 390,000. Potency, µM (titrated, usually from 114 µM), for inactives: at the top dose activity change, negative = inhibition, hits mostly inhibitors. AID 504845, 2011. Regulator of G-protein signaling 4 (Homo sapiens), P49798; further: potency means the concentration at half of the fitted maximal effect; on the % scale 0 is the no-effect control and ±100 the full control effect; nearly all actives have a fitted effect of over 75% in size; some results filed as inactive show a strong effect at the top dose
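MLSMR compounds (23 nl, pin-transferred) preincubated 10 min at room temperature with a 500nM (2x) first reagent, then RGS4 at 900nM (2x) plus Transcreener GDP mix added; fluorescence polarization (620/688 nm) read before and after 90 min at 30 °C.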
12-LOX inh = Primary qHTS assay for inhibitors of human arachidonate 12S-lipoxygenase (ALOX12): Round 2 | Polyunsaturated fatty acid lipoxygenase ALOX12 (Homo sapiens), P18054 | purified 12hLO, xylenol orange hydroperoxide absorbance | Potency, µM (highest dose often 108 µM), inactives show at the highest dose activity change, negative = inhibition, usual class: inhibitors | hit rate 1.1% among 580,000; further: potency means the concentration at half of the fitted maximal effect; on the % scale 0 is the no-effect control and ±100 the full control effect
Target sequence (P18054 whole entry, looked up): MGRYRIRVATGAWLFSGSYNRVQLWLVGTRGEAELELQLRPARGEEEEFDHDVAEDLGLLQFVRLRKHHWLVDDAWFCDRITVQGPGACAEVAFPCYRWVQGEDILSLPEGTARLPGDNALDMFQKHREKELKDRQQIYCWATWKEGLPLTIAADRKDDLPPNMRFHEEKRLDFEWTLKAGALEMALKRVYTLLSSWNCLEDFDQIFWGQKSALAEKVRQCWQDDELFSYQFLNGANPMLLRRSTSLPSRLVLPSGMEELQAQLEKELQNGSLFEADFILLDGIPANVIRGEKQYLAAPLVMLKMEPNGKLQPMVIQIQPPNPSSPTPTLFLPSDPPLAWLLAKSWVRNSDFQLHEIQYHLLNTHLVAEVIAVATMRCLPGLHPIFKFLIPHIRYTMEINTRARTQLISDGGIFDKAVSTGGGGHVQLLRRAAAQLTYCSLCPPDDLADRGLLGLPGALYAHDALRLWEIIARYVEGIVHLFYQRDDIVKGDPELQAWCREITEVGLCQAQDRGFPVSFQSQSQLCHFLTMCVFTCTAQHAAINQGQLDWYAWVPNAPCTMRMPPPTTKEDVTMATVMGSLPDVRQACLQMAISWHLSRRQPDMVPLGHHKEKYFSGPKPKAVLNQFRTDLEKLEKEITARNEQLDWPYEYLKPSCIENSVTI
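Purified human 12hLO at 150 nM in 25 mM Hepes, 0.01% Triton X-100, pH 7.0, preincubated 15 min at room temperature with compound. Reaction started with 40 uM arachidonic acid, 30 min at room temperature. Hydroperoxide measured by Fe-xylenol orange, 573/405 nm absorbance ratio.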
* = called active by the depositor; ? = inconclusive; · = not tested or not shown; & = joins results of further samples; [ ] = dose if it differs, or a comment. Unless noted, the call rests on the fitted dose curve; in most records, active means well fitted curve in the direction sought with a large enough effect; inconclusive means small, poorly fitted or top-dose-only effect, or another doubt; inactive means no such curve, though single readings can be large; an effect the other way counts as inactive or inconclusive. These rows are one share of the data, so the mix of outcomes need not match the whole.

SMILES	Vif-APOBEC3F blk	D2 antagonist	Vif-APOBEC3G blk	ERG-DNA inh	GRP78 ERSR act	D2 ag	LDHA inh	RGS4 inh	12-LOX inh
CCOc1ccc(N(CC(=O)NC2CCCCC2)C(=O)CCC(=O)Nc2cc(C)ccn2)cc1	14.9%	·	3.9%	-7.2%	-3.3%	·	-13.9	-16.3%	-16.8%
CCOC(=O)c1cc2cc(OC)ccc2nc1C	-5.4%	-17.9	3.8%	16.3%	-1.7%	0.2	3.4	14.9%	253.6%[activator]
CC1(Oc2cccc(F)c2)CCN(Cc2ccc(-c3ccccn3)cc2)C1 (stereo not given)	·	·	-3.5%	·	6.8%	·	-6.3	·	2.1%
Cc1cc2c(cc1NS(=O)(=O)c1ccc(Br)cc1)n(C)c(=O)c(=O)n2C	-1.3%	·	-7.1%	9.4%	-2.7%	-1.0	2.9	0.1%	0.0%
CCc1cccc(C)c1NS(=O)(=O)c1ccc2c(c1)CC(C)N2C(=O)C1CC1 (stereo not given)	5.0%	·	-0.8%	-1.9%	-2.3%	0.2	-0.1	10.6%	2.0%
COc1ccc(-c2c[n+](CC(=O)c3cccs3)c3n2CCC3)cc1	5.3%	7.8	0.0%	2.8%	-5.3%	0.2	-4.6	5.5%	161.5%[activator]
COc1ccc(C#Cc2c(C=O)n(C)c3ccccc23)cc1	0.0%	2.3	-18.3%	1.8%	0.0%	0.3	1.1	-1.1%	?
O=C1CN(C(=O)COc2ccc(Cl)c(Cl)c2)c2ccccc2N1	-4.5%	-5.9	-18.0%	-2.1%	-3.9%	1.4	3.8	-24.6%	-5.2%
CCN(CC)c1ccc(C=NCCc2ccc(S(N)(=O)=O)cc2)cc1	-6.8%	-9.0	1.3%	9.7%	-1.8%	2.4	-3.0	1.9%	-2.5%
O=c1c(Br)c(NCc2ccccc2)cnn1-c1ccc(F)cc1	-14.3%	-16.0	-1.3%	7.4%	5.1%	-0.5	2.3	-24.1%	-6.7%
O=C(NCCc1ccccc1)C(=O)NCC1OCCN1S(=O)(=O)c1ccc(F)cc1 (stereo not given)	6.7%	22.8	3.1%	1.4%	-2.8%	-0.6	-12.3	15.1%	9.2%
Cc1nnc(NS(=O)(=O)c2ccc(N=Nc3ccc(N)nc3N)cc2)s1	0.0%	·	2.8%	-6.8%	-1.8%	·	4.5	-17.1%	-28.4%
COc1cccc(CN2CCN(C(=O)c3ccco3)CC2)c1OC	-0.5%	·	1.3%	-9.4%	1.2%	·	-13.3	18.5%	?
CCOc1ccccc1NC(=S)N1CCC(NC(=O)C(C)(C)C)CC1	-0.5%	13.3	6.3%	-6.2%	-4.4%	1.8	-9.2	27.2%	67.1%[activator]
COc1cccc(CN(c2ccc3c(c2)CCC3)S(=O)(=O)c2ccc(-n3cnnn3)c(OC)c2)c1	7.1%	10.3	0.0%	3.9%	-1.7%	1.3	-3.9	-18.1%	-2.8%
CCOC(=O)C1CCN(S(=O)(=O)c2cccc(-c3cn4cc(Cl)ccc4n3)c2)CC1	1.5%	-6.6	2.6%	-1.0%	-1.8%	0.1	-4.5	-4.0%	0.0%
O=C(Nc1ccc(C(=O)N2CCCC2)cc1)c1ccccc1	6.8%	·	1.0%	1.3%	-2.1%	·	-5.2	-17.0%	-18.7%
COC(=O)C1=C(C)NC2=C(C(=O)CC(C)(C)C2)C1c1cccc(C)n1 (stereo not given)	3.0%	-28.6	6.8%	-9.2%	-2.1%	0.0	-0.5	-14.0%	6.1%
C/C(=N\NC(=O)c1c[nH]c2ccccc12)c1ccccn1	-3.2%	-38.7	5.1%	4.8%	-8.7%	-0.6	-2.4	-2.2%	9.5%
COc1ccccc1CNS(=O)(=O)c1c(C)nc2sccn2c1=O	0.8%&0.7%	-23.1	1.7%&-0.5%	3.9%&-0.8%	0.1%&-0.3%	0.8&1.1	-9.5&-1.5	4.4%&1.3%	-0.1%&-24.4%
CC(C)Sc1ncc(Cl)c(C(=O)Nc2ccc(S(=O)(=O)N3CCCCC3C)cc2)n1 (stereo not given)	-1.9%	·	4.1%	0.3%	-1.5%	·	1.7&1.3	-2.9%	-16.4%&-27.0%
COc1ccc(C)cc1NC(=O)C(Sc1nnnn1C)c1ccccc1 (stereo not given)	-6.9%	·	2.1%	-4.0%	-3.6%	·	-0.3	14.1%	-13.4%
COc1ccccc1CNC(=O)COC(=O)c1ccc(N2CCCC2=O)cc1	3.7%	11.6	-3.4%	-12.8%	-3.3%	1.7	-2.6	-17.8%	?
CC(C)c1ccccc1NC(=O)COC(=O)c1c2c(nc3ccccc13)CCN(Cc1ccccc1)C2	0.3%	-16.7	-11.5%	13.1%	0.9%	1.0	2.6	-12.8%	-5.1%
CC(=O)C(Cc1ccccc1)NC(=O)CN1CCc2ccccc2C1 (stereo not given)	6.3%	7.0	0.1%	2.9%	1.6%	0.1	-2.9	-13.9%	7.1%
SMILES	Vif-APOBEC3F blk	D2 antagonist	Vif-APOBEC3G blk	ERG-DNA inh	GRP78 ERSR act	D2 ag	LDHA inh	RGS4 inh	12-LOX inh
Cc1ccc(NS(=O)(=O)c2cccc(C(=O)NCC(c3ccco3)N3CCCCC3)c2)cc1 (stereo not given)	1.2%	-22.8	-0.5%	5.2%	-3.6%	-0.9	-4.0	19.5%	·
COc1ccc(C(=O)Oc2ccc(C3NC(=O)c4c(sc5c4CCN(C)C5)N3)cc2OC)cc1 (stereo not given)	-21.3%	·	-1.2%	-0.8%	-0.9%	5.3	5.7	?	49.8%[activator]
O=C(CSc1nc(=O)n(Cc2ccncc2)c2c1CCC2)Nc1cccc(F)c1	4.5%	·	1.1%	-2.1%	-2.0%	0.4	-10.0	-3.4%	?
Nc1nc(N)nc(Cc2ccccc2O)n1	-1.5%	2.7	-0.4%	3.4%	-4.1%	0.6	-0.2	-7.2%	-1.4%
CCOC(=O)CCCCC(=O)c1[nH]c(=O)[nH]c1Cn1ccnc1	-10.4%	-4.2	-6.5%	8.1%	-0.3%	-0.2	-2.5	-47.1%	0.0%
COc1ccc(-c2cnc3c(NC=O)cc(-c4cc(OC)c(OC)c(OC)c4)cn23)cc1OC	·	·	?	·	-1.3%	·	1.8	·	-9.3%
C/C(=N\NC(=O)c1nnn(-c2nonc2N)c1-c1ccc(Cl)c(Cl)c1)c1ccncc1	2.3%	6.6	-3.6%	5.5%	-1.0%	0.2	-3.0	13.9%[56.9 µM]	15.8%
O=C1CCCc2c1nc(-c1ccco1)n2O	-10.5%	0.3	-0.5%	3.6%	2.7%	0.1	-2.0	-20.8%	0.0%
CC(C)OC(=O)Nc1ccc2c(c1)N(C(=O)CCN1CCOCC1)c1ccccc1CC2	?	9.8	-8.0%	18.5%	0.3%	-0.4	7.0	0.2%	-1.5%
CC(C)Cc1nnc(NC(=O)CCC(=O)NCc2ccccc2Cl)s1	13.0%	12.9	2.5%	10.1%	-0.4%	0.3	-8.5	2.1%	-7.2%
O=C(CCS(=O)(=O)c1nc(-c2ccc3c(c2)OCO3)cc(C(F)(F)F)n1)Nc1ccc(F)c(Cl)c1	1.1%	·	-19.3%	1.6%	-10.2%	0.5	5.2	-24.6%	9.6%
COc1cc(OC)cc(C2=NCCN2)c1	15.7%	17.5	-7.0%	-0.6%	-4.3%	1.0	1.3	-7.6%	2.9%
COc1ccc(NC(=O)c2cc(S(=O)(=O)N3CCCC3)c[nH]2)cc1	-0.7%	-5.0	-1.3%	11.3%	-1.2%	0.0	-6.0	-10.8%	-2.8%
COc1ccc(CNC(=O)CSc2cc(=O)n(C)c3ccccc23)cc1	4.9%	8.2	-5.9%	10.2%	-2.4%	-1.0	-2.3	1.9%	-3.4%
COc1ccc(C(=O)Nc2ccccc2C(=O)N2CCOCC2)cc1	-13.4%	-1.6	5.7%	-15.8%	-1.8%	0.9	-8.0&2.0	39.6%	16.5%&21.5%
CC(C)(C)C1CCc2nc(NC(=O)c3cccc(Cl)c3)sc2C1 (stereo not given)	0.3%	·	3.0%	8.5%	-6.2%	·	-4.3	5.6%	?
CN1C(=O)c2cccc(NC(=O)C3CCCCC3)c2C1=O	2.8%	-11.5	-3.4%	7.9%	-5.3%	-0.6	-1.1	-7.2%	11.6%[57.4 µM]
O=c1[nH]nc(Cc2ncc(C(F)(F)F)cc2Cl)c2ccccc12	17.3%	·	0.8%	2.0%	-4.8%	·	-8.1	-28.8%[56.9 µM]	4.9%
Cc1ccc(NS(=O)(=O)c2cc(C(=O)NCc3ccccn3)ccc2Cl)cc1	-8.0%	10.5	1.1%	·	7.9%	0.5	-2.5	-10.2%	4.1%

Screening data as filed in PubChem.
